ABCB6 inh MLPCN: blocks the human ABCB6 transporter; AID 602162; fluorescence ratio to DMSO, % at 10 µM; K562-ABCB6 porphyrin accumulation, flow cytometry, 1 h; stronger effect = lower value; Q9NP58; 360,000 tested, 0.19% active;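 active means fluorescence ratio to DMSO below 75%, the collection mean minus 3 SD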;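 further: signal is porphyrin accumulated inside mitochondria; 100% equals median channel fluorescence of DMSO control wells; lower ratio means ABCB6 inhibition with less porphyrin fluorescence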
NOD2 RIPK2 PPI: NOD2-RIPK2 protein interaction inhibition; O43353; CHO BLA complementation NOD2-RIPK2, CCF4 ratio; inhibition, % at 4.98 µM; 360,000 tested, 0.38% active; in the data active means inhibition above about 21%;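 further: 0% = vehicle only and 100% = reference blocker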
Target sequence (O43353 whole entry, looked up): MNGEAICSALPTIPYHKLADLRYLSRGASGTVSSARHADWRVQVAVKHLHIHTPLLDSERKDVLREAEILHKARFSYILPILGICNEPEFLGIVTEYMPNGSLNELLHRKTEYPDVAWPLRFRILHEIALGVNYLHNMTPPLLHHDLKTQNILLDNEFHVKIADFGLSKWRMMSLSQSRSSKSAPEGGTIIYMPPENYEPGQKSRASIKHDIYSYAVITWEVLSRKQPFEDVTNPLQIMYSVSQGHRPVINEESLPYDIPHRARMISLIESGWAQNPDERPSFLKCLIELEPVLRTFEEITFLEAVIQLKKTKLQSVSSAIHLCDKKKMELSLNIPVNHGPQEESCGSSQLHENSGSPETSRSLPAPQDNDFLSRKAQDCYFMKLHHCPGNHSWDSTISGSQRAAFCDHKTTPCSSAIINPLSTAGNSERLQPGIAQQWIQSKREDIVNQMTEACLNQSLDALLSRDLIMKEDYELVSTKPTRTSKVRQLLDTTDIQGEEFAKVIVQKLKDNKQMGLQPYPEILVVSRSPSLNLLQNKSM
MC4R barr agon: agonists of human melanocortin 4 receptor (MC4R) beta-arrestin; U2OS MC4R beta-arrestin complementation, luminescence; percent of melanotan II response, DMSO zero; activation, % at 8.9 µM; 360,000 tested, 0.98% active;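 active means activation above a per-plate cutoff, the mean activation of sample wells on that plate plus 3 SD, cut at about 8% in these data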
N-glyco inh: blocks N-linked glycosylation in D54 reporter cells | D54 ERlucT glycosylation luciferase reporter, 24 h; percent of 100 nM tunicamycin response | reporter increase, % at 12.5 µM | 360,000 tested, 0.23% active;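 active means mean luciferase reporter signal, scaled so untreated is 0 and the glycosylation-blocking control 100, at or above a set limit in every replicate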;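 further: luciferase carries N-glycosylation sites so blocking glycosylation raises the light; 0% = median of neutral control wells and 100% = median of 100 nM tunicamycin wells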
MC4R antag cAMP: blocks human MC4R cAMP signaling | AID 540295 | MC4R-expressing cells, MTII-stimulated cAMP, LANCE TR-FRET | 360,000 tested, 0.48% active | inhibition, % at 6.5 µM;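 active means inhibition above its plate's cutoff, the mean of tested wells on that plate plus 3 SD, cut at about 29% in these data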;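 further: 0% = Melanotan II alone and 100% = Melanotan II plus saturating MCL0020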
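System: U2OS cells stably expressing human melanocortin 4 receptor (MC4R). Reagent: Melanotan II challenge after compound preincubation. Doses: 6.5 µM. Times: 30-min compound, 1-h challenge, 1-h detection, room temperature. Measured by: TR-FRET with Eu-cAMP and labeled anti-cAMP, 671 nm. Replicates: singlicate.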
TLR9-MyD88 inh: inhibitors of human TLR9-MyD88 binding | Q9NR96+Q99836 | CHO BLA complementation TLR9-MyD88, CCF4 FRET ratio | inhibition, % at 4.98 µM | 340,000 tested, 0.21% active | AID 504734;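 active means inhibition above the mean over all tested compounds plus 3 SD, cut at about 21% in these data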;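 further: 0% = DMSO only wells and 100% = clavulanate BLA inhibitor control wells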
Cardio protect: myocardial damage modulation in H9c2 cells; H9c2 cardiomyocytes, H2O2 injury protection, ATPLite, 2 h; 360,000 tested, 0.63% active; protection from H2O2 cell death, % at 20 µM;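 active means compounds giving at least 50% protection of heart cells from peroxide-induced death in the single-dose screen, raw or plate-pattern-corrected value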;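 further: 0% = DMSO wells with peroxide and 100% = DMSO wells without peroxide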
ABHD5 PLIN5 PPI: blocks binding of human ABHD5 to perilipin-5. 360,000 tested, 0.78% active. Split G. princeps luciferase complementation, luminescence, 4 h. AID 602281. inhibition, % at 4 µM. Q00G26+Q8WTS1;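 active means inhibition above the mean inhibition across every tested compound plus 3 SD, cut at about 22% in these data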;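 further: 0% = DMSO only wells and the 100% control is not disclosed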
NCOA2 inhibitor: inhibits human steroid receptor coactivator 2. Q15596. HEK293 GAL4-SRC2 luciferase reporter, luminescence. inhibition, % at 9 µM. 370,000 tested, 0.17% active. AID 651957;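 active means inhibition above the mean inhibition of all tested compounds plus 3 SD, set per campaign, cut at about 52% in these data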;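 further: 0% = DMSO treated cells and 100% = cells given Gossypol at 36 µM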
HTR2A ag: activates the mouse 5-HT2A serotonin receptor. P35363. CHO-K1 mHTR2A beta-arrestin complementation, luminescence; percent of 30 µM serotonin response. activation, % at 7.6 µM. 360,000 tested, 0.66% active. AID 624169;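 active means activation above a run cutoff, the mean activation of all tested compounds plus 3 SD, cut at about 14% in these data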;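 further: 0% = plate median of compound wells and 100% = 30 µM serotonin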
Target sequence (P35363 whole entry, looked up): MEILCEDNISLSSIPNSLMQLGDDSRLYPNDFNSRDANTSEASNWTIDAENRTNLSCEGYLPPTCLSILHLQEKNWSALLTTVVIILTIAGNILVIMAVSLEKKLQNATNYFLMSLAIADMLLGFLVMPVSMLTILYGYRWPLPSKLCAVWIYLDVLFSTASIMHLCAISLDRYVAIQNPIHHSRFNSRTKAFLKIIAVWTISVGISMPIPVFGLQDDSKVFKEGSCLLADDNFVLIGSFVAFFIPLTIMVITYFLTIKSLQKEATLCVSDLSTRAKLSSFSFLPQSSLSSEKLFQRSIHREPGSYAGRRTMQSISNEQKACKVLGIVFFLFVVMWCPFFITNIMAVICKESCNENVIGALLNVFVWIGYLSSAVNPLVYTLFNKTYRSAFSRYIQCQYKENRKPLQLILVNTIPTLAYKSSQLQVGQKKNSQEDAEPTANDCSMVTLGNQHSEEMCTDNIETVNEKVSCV
Starred values were filed as active, the others as inactive; · = not tested or not shown. Not all compounds are listed; count on the stated rates, not on these rows.

SMILES	ABCB6 inh MLPCN	NOD2 RIPK2 PPI	MC4R barr agon	N-glyco inh	MC4R antag cAMP	TLR9-MyD88 inh	Cardio protect	ABHD5 PLIN5 PPI	NCOA2 inhibitor	HTR2A ag
O=S(=O)(c1cccs1)N1CCC(CO)(Cc2ccc(Cl)cc2)CC1	97	-1	-3.7	-3	9	4	-12	2	-9	6
Cc1cc(OCC(=O)Nc2cnn(CCCC(=O)O)c2)ccc1[N+](=O)[O-]	99	-11	-0.1	0	-5	0	-10	5	-10	8
COc1cccc(NC(=O)CNS(=O)(=O)c2ccc3nc(C)sc3c2)c1	110	-11	-0.2	-1	4	-4	-1	0	8	3
COc1cc(C(=O)Nc2ccc(C(F)(F)F)cc2)ccc1OCC(=O)N1CCOCC1	103	3	-2.6	0	10	-1	0	4	-3	2
CC(C)CN(C(=O)COC(=O)c1ccccn1)c1c(N)n(Cc2ccccc2)c(=O)[nH]c1=O	94	-7	-2.9	1	5	-5	-4	-3	-20	-9
CC(=O)N/C(=N/c1nc(C)cc(C)n1)Nc1cc(C)cc(C)c1	99	-12	-2.1	0	0	-5	2	-3	15	6
CCC(=O)N1c2ccc(S(=O)(=O)N3CCN(c4cc(C)ccc4C)CC3)cc2CC1C (stereo not given)	99	3	-1.9	-2	1	8	-1	-3	10	9
CCOc1ccccc1NC(=O)C1CCCN1S(=O)(=O)c1ccc2c(c1)C(C)(C)C(=O)N2C (stereo not given)	97	-14	-0.2	1	9	·	-1	6	8	-1
CN(CCOc1ccc(-c2ccn(S(=O)(=O)c3c(Cl)cccc3Cl)n2)cc1)c1ccccn1	99	-4	-0.9	-6	3	-9	-9	1	4	1
COc1cc(C)c(S(=O)(=O)N2CCCC2)cc1C	94	-9	0.9	0	14	-3	12	-3	-6	2
CC(O)(c1cccc(F)c1)c1nc(-c2cccc(F)c2)cs1 (stereo not given)	104	1	0.1	-1	0	·	-8	-13	4	5
O=C(O)c1ccccc1C(=O)NCC(O)COc1ccc(Cl)cc1 (stereo not given)	103	-5	-0.3	1	14	-4	-6	-4	-17	-1
CC(=O)N1c2ccc(S(=O)(=O)N(C)CC(=O)N(C)Cc3ccccc3)cc2CC1C (stereo not given)	111	1	-0.6	0	3	6	-1	-3	12	4
Cc1ccc(C(=O)Nc2cccc(S(=O)(=O)N3CCCCC3)c2)cc1S(=O)(=O)N1CCOCC1	94	-11	-1.0	-8	7	-2	-7	-1	2	-2
COc1nsnc1N1CCOCC1	95	-9	0.2	-1	11	13	3	2	13	-1
O=C1Nc2ccccc2C(O)(C(=O)NCc2ccco2)N1c1ccc(Cl)c(Cl)c1 (stereo not given)	92	7	1.1	-2	23	-9	6	18	·	-1
O=C(CCN1C(=O)/C(=C/c2ccc(Cl)cc2)SC1=S)Nc1cccc(C(=O)O)c1	100	-9	-0.1	0	18	-8	-9	4	18	5
Cc1ccc(C(=O)Sc2cccccc2=O)cc1	95	35*	-4.6	-21	-2	30*	23	-3	94*	-13
CCN(CC)C(=O)Cn1cc(C(=O)C(=O)NCCc2c[nH]c3ccccc23)c2ccccc21	99	-6	-1.6	-2	14	-5	0	9	-22	-3
CC(=O)Nc1ccc(S(=O)(=O)NCCc2ccccn2)cc1	94	-6	-2.9	0	1	0	-2	-4	-17	0
COc1ccc(C=C2OC(=O)C(C(C)=O)=C2O)cc1	101	-9	-0.8	-4	2	1	-11	4	-120	6
Cc1ccccc1-c1nc(CN2CCCC(C(=O)NCc3cccnc3)C2)c(C)o1 (stereo not given)	99	-3	-0.8	-1	8	-1	-2	2	6	2
O=[N+]([O-])c1ccc(NCCCO)c(C(F)(F)F)c1	96	-8	-0.3	-2	2	5	1	1	-2	-3
CC(C)n1cc(C(=O)c2cc(Br)ccc2O)cc(C#N)c1=O	100	5	-3.5	1	14	7	-6	-4	-15	-1
CCOC(=O)c1c(NC(C)=O)sc(C(=O)NC2CCCC2)c1C	98	8	-1.5	1	14	-2	-3	0	-20	6
COC(CNC(=O)CC1C(=O)N(Cc2ccccc2)C(C)c2nc3ccccc3n21)OC (stereo not given)	104	-8	1.2	-1	2	-3	3	2	2	-3
CC(=O)c1ncnn1CC(=O)c1ccc(Cl)cc1Cl	98	-8	-0.2	1	3	-9	3	-1	-20	-1
COc1cc(CNC(=O)c2ccc3oc(C(C)C)nc3c2)cc(OC)c1	96	0	0.3	0	0	9	-3	5	8	-1
Nc1nc(SCc2nc3scc(-c4ccccc4)c3c(=O)[nH]2)n[nH]1	99	12	-2.5	2	9	-9	-2	-1	-4	1
CCn1ccnc1CN1CCC(CO)(CCOc2ccccc2)CC1	98	-6	-2.9	1	-4	-6	-3	-6	11	-6
CSc1ccc(CN2C(=O)C(C)Sc3ccc(C(C)=O)cc32)cc1 (stereo not given)	92	-9	-0.1	-1	-4	·	8	-2	-36	-4
CC(=O)OCC(=O)Nc1ccccc1C	96	6	-1.8	0	12	6	0	0	19	1
O=C(O)c1cc(S(=O)(=O)N2CCN(S(=O)(=O)c3ccc4ccccc4c3)CC2)ccc1Br	101	-8	-1.4	1	6	-10	16	0	-9	-12
Cc1ccc(C(=O)NC(C)CCc2ccccc2)cc1[N+](=O)[O-] (stereo not given)	94	-2	-0.2	-2	14	-7	-4	4	4	11
COc1ccc(CCNc2nc(C)cc(C)n2)cc1OC	95	-1	-1.1	1	8	-3	2	-21	-8	0
Cc1ccc(C(c2nnnn2CS(=O)(=O)c2ccc(C)cc2)N2CCCC2)cc1 (stereo not given)	97	9	-0.7	0	0	7	-6	1	1	-3
CCOC(=O)c1c(-c2ccccc2)oc2cc(CN(C)C)c(O)c(CN(C)C)c12	233	-1	-7.8	-12	-5	11	35	11	2	-6
CC(=O)c1c(NCCc2ccccc2)cc(C)oc1=O	86	2	-1.1	-1	-3	-8	-2	7	-29	3
N#Cc1cnn(-c2ccccc2)c1NC(=O)CN1CCOCC1	94	-5	0.8	2	12	·	2	-6	12	-5
O=C(NC1CCCCC1)/C(=N\O)c1ccccn1	94	0	-0.2	0	-2	-5	0	3	-24	-2
CC(CNCc1ccc2c(c1)OCO2)NCc1ccc2c(c1)OCO2 (stereo not given)	99	1	0.5	1	2	5	-4	12	-6	-4
O=C(CCN=C1NS(=O)(=O)c2ccccc21)NCc1ccccc1F	106	2	-2.0	0	-3	-11	3	2	13	-2
O=S(=O)(c1cccc2nsnc12)N1CCCC1	102	1	0.1	1	2	5	2	1	7	4
CCC(C)(C)n1nnnc1C(c1ccc(C)cc1)N1CCN(Cc2ccc3c(c2)OCO3)CC1 (stereo not given)	92	-4	-0.1	-6	-1	-4	1	-1	16	-7
Cn1c(SCC(=O)NC2CCCCC2)nnc1-c1ccccc1O	100	-3	-1.2	0	0	4	1	5	-16	1
COC(C(=O)Nc1ccnn1C1CCN(Cc2cnn(C(C)C)c2)CC1)c1ccccc1 (stereo not given)	103	2	-3.3	0	-2	3	0	-7	2	0
Cc1c(O)ccc(-c2n[nH]c(C(=O)O)c2-c2nc3ccccc3s2)c1O	96	-11	0.0	3	-6	11	-1	3	-7	2
CCN(CC)S(=O)(=O)c1cccc(NC(=S)NC(=O)/C=C/c2ccc(S(=O)(=O)N3CCOCC3)cc2)c1	95	-5	0.5	3	3	-2	-5	5	4	-5
Cc1cc(C)cc(OCC(=O)Nc2nc(-c3cccnc3)cs2)c1	97	3	9.2*	0	7	-5	-12	-2	-1	11
S=C(Nc1ccc(Cl)cc1)N1CCOCC1	102	1	-0.8	3	4	-2	-2	0	-22	-3

Going on with the list:
SMILES	ABCB6 inh MLPCN	NOD2 RIPK2 PPI	MC4R barr agon	N-glyco inh	MC4R antag cAMP	TLR9-MyD88 inh	Cardio protect	ABHD5 PLIN5 PPI	NCOA2 inhibitor	HTR2A ag
CC(=O)Cc1nsc(NC(=O)c2ccc(-c3ccc(Cl)cc3Cl)o2)n1	94	-3	-2.5	3	8	3	-14	4	14	1
Cc1nn(C)cc1C(=O)NNC(=S)Nc1ccccc1	103	8	-1.2	3	1	6	-5	3	-36	3
Cc1ccc(-n2[nH]c(=O)c3cccnc32)cc1	99	-2	0.5	2	-4	9	2	2	-21	5
O=C(CCS(=O)(=O)c1cccs1)N1CCN(c2ccc(F)cc2)CC1	93	-9	-3.4	-1	4	-10	11	-7	-32	0
Cc1ccccc1-c1nnn(CC(=O)NC(=O)NC2CCCC2)n1	103	-1	1.2	5	4	7	-4	4	-2	-2
O=C(O)c1ccccc1C(=O)c1ccc2c(c1)N(Cc1ccc(Cl)c(Cl)c1)C(=O)CO2	104	1	-0.9	-1	24	-3	-2	-7	-9	-2
O=C(Nc1nccs1)c1ccc(Br)o1	100	-1	2.1	1	3	-3	0	-2	-25	5
O=C(Nc1nc2ccccc2[nH]1)c1cccs1	98	-5	-0.5	-8	2	2	-12	-3	-42	5
CCN(CC)CCN1C(=O)/C(=C\c2ccc(Cl)c([N+](=O)[O-])c2)SC1=Nc1ccc(OC)cc1	98	72*	-4.4	-16	-19	18	-15	39*	-24	-7
COc1ccc(C(=O)OCC(=O)NCCCc2ccccc2)c(OC)c1	99	0	-1.4	-2	2	10	8	1	31	-4
COc1cccc(C(=O)CSc2nc3ccccc3n2CC(=O)N(C(C)C)C(C)C)c1	99	-3	-1.3	1	4	-8	4	1	-28	-2
Cc1ccc(-c2nnc(-c3ccc(NC(=O)c4ccco4)cc3)o2)cc1	92	-12	2.6	2	4	11	-20	8	0	4
Cc1ccc2[nH]c(C)cc(=S)c2c1	94	4	-0.4	5	-5	17	2	0	16	-1
CCOc1ccccc1/C=N/n1nnnc1N	112	1	0.1	1	-1	-3	1	9	-23	-2
O=C(Nc1ccc(Cl)c(S(=O)(=O)N2CCOCC2)c1)C1CCCC1	96	3	-0.7	-1	6	15	-7	3	17	2
CC1(C)CC(=O)C2=C(C1)N(N1CCOCC1)C(N)=C(C#N)C2c1cccnc1 (stereo not given)	100	3	-2.4	0	3	-7	0	-5	-5	-3
COc1ccc2nc(SCC(=O)NC3CCCc4ccccc43)[nH]c2c1 (stereo not given)	94	1	-1.9	3	-3	-5	3	0	-14	1
O=C(CSc1ccc(F)cc1)NCC1(N2CCOCC2)CCCCC1	95	-6	-1.3	-2	7	0	4	8	25	-4
C=CCn1c(CCC(=O)O)ccc1-c1ccc(OC)cc1	98	0	2.6	3	6	-3	5	1	-14	-2
CSc1nc(-c2ccccc2)nc(NC(=O)c2ccccc2)c1C(C)=O	94	3	-2.3	6	2	4	32	1	21	-5

Screening results (PubChem)
